Source: PubChem
NOD1 inhibition – NOD1 signaling inhibitors, primary screen, cell-based, luminescence, uHTS (AID 1578); NOD1-driven NF-kB luciferase reporter cells, luminescence; higher % means a stronger effect; inhibition, % at 4 µM, or EC50 in µM where a hit was titrated; hit rate 1% among 290,000; in the data active = inhibition mostly above about 36%, no sharp cut-off; inactive = mostly below about 34%;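 also: HEK-293T reporter cells stimulated with the NOD1 agonist gamma-tri-DAP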
HEK293 NOD2/NF-kB – NOD2 signaling inhibitors, cell-based, luminescence, uHTS, HEK293 (AID 1566) | HEK293 NOD2/NF-kB luciferase reporter, luminescence; higher % means a stronger effect | one-dose inhibition, % at 4 µM; EC50 in µM for titrated hits | hit rate 0.63% among 290,000; also: many of its hits are not listed in these tables
GPR55 activation – GPR55 agonists via beta-arrestin recruitment, primary screen, imaging, U2OS cells, beta-arrestin-GFP redistribution (AID 1961); U2OS GPR55 beta-arrestin-GFP redistribution imaging; higher % means a stronger effect; activation, % at 10 µM, or EC50 in µM where a hit was titrated; hit rate 0.048% among 290,000;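 active = activation above 40% with more than 50 cells counted in the well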;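 also: U2OS osteosarcoma cells stably expressing GPR55 and beta-arrestin-GFP; plate controls were DMSO negative control for no effect and LPI positive control for full effect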
NTR1 agonist – agonists of NTR1, primary screen, imaging, U2OS cells, beta-arrestin-GFP, high content (AID 493036); hit rate 0.17% among 330,000; NTR1-U2OS beta-arrestin-GFP spot imaging, agonist mode; activation, % at 20 µM;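 active = activation at or above 40% of the spot to cytoplasm intensity ratio, with at least 20 cells analyzed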;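 also: 0% = DMSO without peptide and 100% = 100 nM NTR1 peptide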
Target sequence (P30989 whole entry, looked up): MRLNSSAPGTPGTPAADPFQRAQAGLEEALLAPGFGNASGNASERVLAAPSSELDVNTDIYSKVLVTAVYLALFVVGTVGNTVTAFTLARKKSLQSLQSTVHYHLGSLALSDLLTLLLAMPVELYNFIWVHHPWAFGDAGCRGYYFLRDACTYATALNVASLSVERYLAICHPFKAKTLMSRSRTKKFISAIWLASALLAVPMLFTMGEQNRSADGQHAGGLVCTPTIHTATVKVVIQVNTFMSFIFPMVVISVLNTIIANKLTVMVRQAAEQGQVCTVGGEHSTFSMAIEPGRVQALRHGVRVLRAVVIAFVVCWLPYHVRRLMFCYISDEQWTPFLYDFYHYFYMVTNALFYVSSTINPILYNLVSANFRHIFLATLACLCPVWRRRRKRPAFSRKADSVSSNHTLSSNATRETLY
Myeloid diff MLP – promotes myeloid progenitor differentiation. calls only at 10 µM. ER-HoxA9 myeloid progenitors, lysozyme-GFP differentiation, flow cytometry. hit rate 1% among 360,000. AID 624256;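 active = normalized GFP-positive differentiation at or above the plate's own cutoff, the solvent-only control mean plus 3 SD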;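 also: cells exposed to compound for four days before flow analysis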
T cell HTS – modulates CD8 T cell binding to vesicles; 2C CD8+ T cell-vesicle binding, flow cytometry; stronger effect = lower value; calls only at 7 µM; hit rate 0.068% among 330,000; AID 2052;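 active = response, share of CD8 T cells binding vesicles, and their 90th percentile fluorescence all below set limits, cut at about 80% in these data, passing the limit was not always enough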
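Also added: QL9-peptide-loaded Drosophila micro-vesicles bearing Ld, ICAM-1 and B7-1; Test system: purified 2C TCR transgenic mouse naive CD8+ T cells; Measured by: cytometric PE anti-B7-1 and Alexa647 anti-CD8 signals after 1% paraformaldehyde fixation; Timing: binding step 1.5 h, 37 °C, antibody labelling 20 min, ice.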
GPR55 LPI antagonism – GPR55 antagonists blocking LPI-driven arrestin recruitment, primary screen, imaging, U2OS, beta-arrestin-GFP, LPI agonist (AID 2013); inhibition, % at 10 µM; hits with a dose series show IC50 in µM; hit rate 0.13% among 290,000; U2OS GPR55 beta-arrestin-GFP translocation imaging, LPI antagonism; higher % means a stronger effect;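 active = spots per cell inhibited over 60%, with over 100 cells counted and total cytoplasm intensity under 500,000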;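 also: U2OS cells stably carrying GPR55 and arrestin-GFP stimulated by 5 µM LPI near EC80; imaged beta-arrestin-GFP aggregate spots per cell after agonist stimulation; plate controls were LPI-stimulated DMSO wells for no effect and DMSO wells without LPI for full effect; some results filed as inactive read as strong as hits; confirmed hits need IC50 under 10 µM and bright autofluorescent wells are also inconclusive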
KOR beta-arrestin-1 – kappa opioid receptor activators – cell-based, luminescence, uHTS, primary screen (AID 1777); hit rate 0.02% among 280,000; activation, % at 10 µM, or EC50 in µM where a hit was titrated; KOR beta-arrestin recruitment, luminescence; higher % means a stronger effect; in the data active = activation above about 50%, passing the limit was not always enough; also: a part of the inactive calls stands beside numbers as strong as those of hits
KOR beta-arrestin-2 – kappa opioid receptor blockers – cell-based, luminescence, uHTS (AID 1778); inhibition, % at 10 µM; hits with a dose series show IC50 in µM; hit rate 0.091% among 290,000; KOR beta-arrestin recruitment, luminescence, antagonist mode; higher % means a stronger effect; also: strong numbers were not always called active
T cell HTS vesicle-bound % – further read-out of T cell HTS, marked with its call; double positive events, %; measured here: CD8+ vesicle-bound cell fraction;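 binding gate set so that unloaded-vesicle control wells show 10% double positive cells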
NTR1 agonist cell count 20 µM – also measured in NTR1 agonist; calls as there; cell count; measured here: cell count, cytotoxicity flag
Myeloid diff MLP GFP+ MAC1+ % – second read-out of Myeloid diff MLP, no call of its own (marks repeat the call); GFP+ MAC1+ double positive, %; measured here: differentiation confirmed by MAC1 staining
Active calls of the source: *; i = inactive; nt = no result given; + = active, no number; [ ] = dose if it differs, or a comment. Rule as the data show it, unless noted: active = inhibition above about 50%; inactive = the rest. Not all compounds are listed. The share of hits here may be higher or lower than overall.

mol,NOD1 inhibition,HEK293 NOD2/NF-kB,GPR55 activation,NTR1 agonist,NTR1 agonist cell count 20 µM,Myeloid diff MLP,Myeloid diff MLP GFP+ MAC1+ %,T cell HTS,T cell HTS vesicle-bound %,GPR55 LPI antagonism,KOR beta-arrestin-1,KOR beta-arrestin-2
CCCN(CCC)CCCNC(=O)c1ccc(CS(=O)(=O)c2c(Cl)cccc2Cl)o1,-2.5%,-10.3%,-0.1%,3.4,73,i,0.4,i,36.7,11.5%,-6.1%,20.2%
CCCn1c2ccccc2c2cnn(CC(=O)NC3CCN(Cc4ccccc4)CC3)c(=O)c21,-17.2%,13.2%,-0.1%,1.9,67,i,2.7,i,18.5,4.0%,-3.9%,-23.1%
CCn1nc(NC(=O)C(C)C)c2cc3cccc(C)c3nc21,15.7%,17.4%,-0.1%,1.0,91,i,1.1,i,57.8,3.5%,-0.7%,-21.4%
CCn1cc(C(=O)NCc2cccs2)c(=O)c2cc(S(=O)(=O)N3CCOCC3)ccc21,-10.5%,5.5%,-0.1%,0.2,69,nt,nt,i,47.7,11.4%,-0.2%,-4.3%
CCOC(=O)C1CCN(C(=O)Cn2c(=O)oc3cc(S(=O)(=O)N4CCCC4)ccc32)CC1,0.5%,15.2%,0.3%,3.5,52,i,2.8,i,27.0,-6.9%,-6.1%,-17.6%[20 µM]
O=C(NCCN1CCCC1)c1cccc(Cl)c1,-8.9%,4.0%,-0.1%,0.3,84,i,0.1,i,57.7,10.4%,-1.0%,-9.2%[20 µM]
CC1=CC(C)(C)Nc2ccc(OC(=O)C(Cc3ccccc3)N3C(=O)c4ccccc4C3=O)cc21 (configuration not stated),13.6%,32.7%,-0.1%,4.2,45,i,0.6,i,33.2,6.4%,-3.0%,23.3%
O=c1c([N+](=O)[O-])c(N2CCCC2)c2ccccc2n1-c1ccccc1,-20.0%,14.3%,0.5%,-0.5,40,i,0.2,i,23.7,-6.7%,nt,-5.6%[20 µM]
CCOc1cc(CN2CCC(CO)(Cc3cccc(C(F)(F)F)c3)CC2)ccc1OC,-44.0%,8.5%,0.6%,-0.8,57,i,0.2,i,24.6,3.1%,-0.4%,14.7%
CCC(c1nnnn1C1CCCC1)N1CCC(C(N)=O)CC1 (configuration not stated),-36.4%,13.3%,0.0%,-0.3,30,i,0.2,i,23.8,20.3%,3.1%,-8.0%
Cc1ccc(S(=O)(=O)N2CCCC2C(=O)NCc2ccccc2F)cc1 (configuration not stated),-8.3%,-30.1%,-0.1%,0.6,54,i,1.4,i,47.1,-1.5%,4.1%,-29.9%
C[C@@H]1CC[C@@]2(O[C@H](CCO)C[C@@H](O)[C@@H]2O)O1,-47.3%,-5.0%,-0.1%,0.0,91,i,1.1,nt,nt,-1.7%,-0.3%,-7.1%
Cc1cc2c(c(Sc3ccccc3)n1)C(=O)OC2,-26.8%,7.1%,-0.4%,1.8,73,i,1.1,i,12.1,-9.1%,-6.6%,23.4%
Cn1c(=O)c(C(=O)CSc2ccccc2)c(N)n(Cc2ccccc2)c1=O,-27.8%,0.7%,-0.4%,-0.1,36,i,0.3,i,27.9,10.9%,-6.3%,-2.3%
Cc1c(NC(=O)CSc2nc3ccccc3[nH]2)c(=O)n(-c2ccccc2)n1C,-16.8%,5.5%,-0.2%,0.4,83,i,4.9,i,40.8,6.9%,-0.5%,11.6%
CCOc1nc(Nc2ccc(F)cc2)nc(N2CCN(c3ccc(OC)cc3)CC2)n1,2.1%,2.0%,0.3%,6.9,61,i,0.9,i,15.9,12.7%,-7.8%,-8.4%
CCOC(=O)Nc1nc2ccccc2s1,-67.9%,-71.7%,0.0%,0.4,75,i,1.3,i,26.8,0.3%,-1.3%,-18.4%
O=C(Nc1ccc(Cl)c(S(=O)(=O)N2CCOCC2)c1)c1ccccn1,-25.4%,2.0%,0.0%,4.5,28,i,0.9,i,38.1,-1.6%,-0.8%,-5.0%
Cn1c(=O)n(C)c2cc(NC(=O)c3cc4ccccc4o3)ccc21,-30.7%,-19.0%,-0.1%,0.7,52,i,4.4,i,24.8,-5.2%,0.3%,32.6%
O=C(O)CSCC(=O)Nc1ccccc1SCCS(=O)(=O)c1ccc(Cl)cc1,-7.6%,12.4%,-0.3%,nt,nt,+,28.5*,i,56.8,-5.3%,-2.1%,8.2%
CC(/C=C/c1ccco1)=N\NC(=O)CNc1cccc(C)c1,-45.7%,-4.5%,-0.5%,1.0,39,i,0.3,i,0.0,10.9%,-7.4%,-2.4%
COc1cccc(N(C(=O)c2sc(C)nc2C)C(C(=O)NCC2CCCO2)c2ccccc2)c1 (configuration not stated),-28.5%,6.9%,-0.2%,0.0,57,i,1.7,i,42.9,12.4%,-1.1%,-21.1%
O=C(NC(=S)Nc1nc2c(s1)CCCC2)c1ccccc1,-0.6%,-7.3%,0.1%,nt,nt,i,0.4,i,31.8,4.8%,3.9%,-34.7%
CSc1nc(C)cc(SCCO)n1,6.6%,12.8%,-0.2%,-1.2,35,i,2.1,i,36.6,3.8%,-1.9%,-2.0%
CC(C)N(Cc1nc(-c2ccc(Cl)cc2)no1)C(=O)c1cccs1,21.5%,12.3%,0.1%,2.4,48,i,7.2,i,35.8,16.4%,-1.8%,40.9%
O=C1c2ccccc2S(=O)(=O)N1Cc1cccc(S(=O)(=O)N2CCOCC2)c1,1.2%,13.7%,-1.0%,4.1,33,i,2.4,i,22.1,6.3%,-1.5%,3.9%
CC(=O)Nc1ccc(NC(=O)CSc2nnc(-c3ccc(NS(C)(=O)=O)cc3)n2C)cc1C,-26.0%,-11.0%,0.2%,2.1,38,i,0.4,i,28.4,-4.2%,-4.2%,-12.5%
Cc1cc2occ(CC(=O)N(C)CC(=O)Nc3cccc(F)c3)c2cc1C,2.7%,19.4%,-0.2%,3.0,51,i,1.3,i,28.4,-3.7%,1.4%,-44.8%
Fc1ccc(-c2ccc(Nc3cccc(F)c3)nn2)cc1,-21.4%,-32.0%,-0.3%,-0.4,37,i,0.1,i,35.4,-16.3%,3.4%,-93.2%
N#Cc1c2n(c(=S)n(-c3ccc(F)cc3)c1=O)CCCCC2,-37.0%,4.9%,-0.3%,-2.1,74,i,0.1,i,53.1,19.9%,2.7%,-25.5%

The results go on.
mol,NOD1 inhibition,HEK293 NOD2/NF-kB,GPR55 activation,NTR1 agonist,NTR1 agonist cell count 20 µM,Myeloid diff MLP,Myeloid diff MLP GFP+ MAC1+ %,T cell HTS,T cell HTS vesicle-bound %,GPR55 LPI antagonism,KOR beta-arrestin-1,KOR beta-arrestin-2
COc1ccc(CNC(=O)C2CCCN(S(=O)(=O)c3ccc(F)cc3)C2)cc1 (configuration not stated),3.0%,-12.7%,-0.1%,1.9,50,i,3.0,i,8.3,-10.1%,3.6%,-0.5%
O=C(CCN1C(=O)COc2ccccc21)NCCCN1CCCC1,-13.7%,-3.7%,-0.1%,-0.6,33,i,2.1,i,11.0,-2.7%,1.1%,-27.0%
CC(=O)NC1(c2ccccc2)CCN(CC(=O)N2CCC(C)CC2)CC1,-32.5%,14.4%,-0.1%,0.5,33,i,0.2,i,27.1,7.7%,0.6%,1.9%[20 µM]
CCN(CCCNC(=O)c1ccc(N2CCCC2=O)cc1)c1cccc(C)c1,21.3%,20.2%,-0.4%,-2.4,65,i,0.9,i,19.4,5.7%,-5.9%,16.4%
Cc1cc(N/N=C\c2ccc(Br)cc2)nc(-n2nc(C)cc2C)n1,-5.0%,4.8%,-0.1%,8.1,43,i,1.0,i,28.8,-2.2%,1.5%,20.6%
O=C(/C=N/O)Nc1ccccc1C(=O)O,0.3%,7.7%,-0.1%,-2.0,80,i,0.8,i,6.4,14.2%,-5.7%,7.6%
Cc1cccc(C(=O)N[C@H](C(=O)OCC(=O)NC(=O)c2cccn2C)C(C)C)c1,2.1%,13.4%,0.1%,-2.0,81,i,0.2,i,49.8,2.4%,-1.8%,22.5%
CC(C)C[C@H]1CN=C(Nc2ccccc2)N1CCCC1CCCCC1,-5.2%,-2.9%,0.9%,18.9,103,i,1.6,i,28.0,12.2%,-5.4%,-38.7%[20 µM]
C(=N\n1cnnc1)/c1ccc(OCc2cccc3ccccc23)cc1,-85.3%,-126.4%,-0.1%,17.8,58,i,0.7,i,22.2,-1.1%,-6.3%,17.7%
COc1ccccc1NC(=O)c1cc2ccc(O)cc2o/c1=N\O,-30.7%,-3.7%,0.1%,4.4,38,nt,nt,i,8.9,3.4%,2.1%,-1.8%
CCOc1ccc(S(=O)(=O)c2c[nH]c3ccccc3c2=O)cc1,-0.6%,13.3%,0.0%,-0.3,88,i,0.3,i,41.0,5.1%,-2.1%,6.2%
COc1ccc(-c2cn[nH]c2N)c(OC)c1,nt,39.2%,-0.1%,0.0,77,i,0.4,i,34.3,4.7%,-3.4%,-1.4%

Retrieved by structure from above, 2 records:
mol,NOD1 inhibition,HEK293 NOD2/NF-kB,GPR55 activation,NTR1 agonist,NTR1 agonist cell count 20 µM,Myeloid diff MLP,Myeloid diff MLP GFP+ MAC1+ %,T cell HTS,T cell HTS vesicle-bound %,GPR55 LPI antagonism,KOR beta-arrestin-1,KOR beta-arrestin-2
Cn1c(=O)n(C)c2cc(NC(=O)c3cc4ccccc4o3)ccc21,-30.7%,-19.0%,-0.1%,0.7,52,i,4.4,i,24.8,-5.2%,0.3%,32.6%
O=C(O)CSCC(=O)Nc1ccccc1SCCS(=O)(=O)c1ccc(Cl)cc1,-7.6%,12.4%,-0.3%,nt,nt,+,28.5*,i,56.8,-5.3%,-2.1%,8.2%
